HCV NS3 hel inh – inhibitors of Hepatitis C virus NS3 helicase. AID 1800. actives 0.56% (n = 290,000). NS3 helicase DNA unwinding, Cy5 molecular beacon fluorescence. inhibition, % at 10.9 µM;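 active = inhibition above the mean of all tested compounds plus 3 SD, set per campaign, cut at about 35% in these data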;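 also: 0% = DMSO wells and 100% = thioflavine S control wells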
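assay system = NS3 helicase fragment of HCV | buffer or medium = MOPS pH 6.5, MgCl2, DTT, Tween20, BSA | timing = 60 min unwinding reaction at 25 °C after ATP addition | signal = Cy5 beacon fluorescence read at start and 1 h | read-out basis = % inhibition of unwinding | control set = low DMSO, high thioflavine S at 110 µM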
IMP-1 inh – inhibitors of Pseudomonas aeruginosa IMP-1 metallo-beta-lactamase; purified IMP-1, nitrocefin hydrolysis, epi-absorbance fluorescence; inhibition, % at 5.6 µM; actives 0.45% (n = 290,000); AID 1556;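 active = inhibition above the mean plus 3 SD of all compounds in the same screening run, cut at about 4.5% in these data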;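 also: 0% = IMP-1 with DMSO and 100% = DMSO wells lacking enzyme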
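System: Purified IMP-1 | Read-out basis: Percent enzyme inhibition | Controls: IMP-1 with DMSO as 0%, enzyme-free DMSO as 100% | Replicates: One well per compound | Doses: 5.6 µM nominal single concentration | Detection: Epi-absorbance fluorescence, 480 nm excitation, 530 nm emission | Incubation: 25 °C, 15 min preincubation, 25 min reaction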
SUMO HTRF inh – SUMOylation inhibition; P63279; AID 2006; inhibition, % at 35 µM; HTRF SUMOylation assay, SAE1/SAE2 + UBC9, in vitro; actives 0.36% (n = 290,000); in the data active = inhibition above about 50%, passing the limit was not always enough; also: strong numbers were not always called active
Target sequence (P63279 whole entry, looked up): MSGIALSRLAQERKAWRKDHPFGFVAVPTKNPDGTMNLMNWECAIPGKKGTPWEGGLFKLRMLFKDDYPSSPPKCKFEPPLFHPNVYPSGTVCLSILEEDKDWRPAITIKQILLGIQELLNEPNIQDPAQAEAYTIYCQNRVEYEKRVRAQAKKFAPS
MEKK2 mut-MEK5 – signal of MEK5 binding to mutant human MEKK2 PB1 domain; actives 0.35% (n = 290,000); bead flow cytometry, Alexa488-MEK5 binding to MEKK2 mutant; percent response, % at 10 µM; AID 1530; in the data active = percent response above about 24%, passing the limit was not always enough; also: inactives centre near 1; some results filed as inactive read as strong as hits
PfM18AAP inh – blocks P. falciparum M18 aspartyl aminopeptidase; recombinant PfM18AAP, H-Glu-NHMec fluorogenic cleavage; inhibition, % at 7.35 µM; actives 1.2% (n = 290,000); AID 1822;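 active = inhibition above the campaign mean inhibition over all tested compounds plus 3 SD, cut at about 28% in these data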;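 also: 0% = plate median of test compound wells and 100% = 2 mM ZnCl2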
VIM-2 inhibitor – blocks Pseudomonas aeruginosa VIM-2 metallo-beta-lactamase. inhibition, % at 5.6 µM. actives 0.89% (n = 290,000). purified VIM-2, nitrocefin hydrolysis, epi-absorbance fluorescence;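 active = inhibition above the mean of all tested compounds plus 3 SD, cutoff set per screening run, cut at about 7.5% in these data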;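 also: red hydrolysis product quenches plate fluorescence so inhibitors raise well fluorescence; 0% = enzyme with DMSO and 100% = DMSO without enzyme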
NALP1 inh – blocks the NALP1 inflammasome reconstituted in yeast | AID 2071 | inhibition, % at 10 µM | S. cerevisiae NALP1/ASC/caspase-1 growth, X-gal OD620, 72 h | actives 0.61% (n = 280,000); in the data active = inhibition mostly above about 24%, no sharp cut-off; inactive = mostly below about 32%; also: some compounds called inactive have numbers as strong as hits
MEKK2wt PB1 HTS – raises or lowers MEK5 binding to wildtype human MEKK2 PB1 domain | Q9Y2U5 | bead flow cytometry, Alexa488-MEK5 binding to MEKK2 WT; actives lie on both sides | binding response (% of control), % at 10 µM | actives 1.1% (n = 290,000) | AID 1531; in the data active = binding response below about 67% or above about 130%
FID counter – counter-screen for HCV NS3 helicase inhibitors: DNA intercalator displacement | actives 0.17% (n = 290,000) | DNA fluorescent intercalator displacement, fluorescence | AID 1845 | inhibition, % at 7.9 µM; in the data active = inhibition above about 37%;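 also: 0% = vehicle and 100% = reference compound; higher means more ethidium bromide displaced from hairpin DNA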
* hit, by the source's call; . = no result given. Compounds as they come; 4.7% or so of the library scored in one or more.

Below each SMILES: MEKK2wt PB1 HTS, IMP-1 inh, PfM18AAP inh, FID counter, HCV NS3 hel inh, NALP1 inh, VIM-2 inhibitor, SUMO HTRF inh, MEKK2 mut-MEK5
(1) O=C(COC(=O)/C=C/c1ccccc1)Nc1cc(C(F)(F)F)ccc1N1CCOCC1
 : 95.0, -2.2, -3.5, -3.7, 5.8, 12.1, -1.1, 14.7, 7.0
(2) CC12CC3CC(C)(C1)CC(C(=O)N1CCN(C(=O)C4CCCO4)CC1)(C3)C2 (stereo not drawn)
 : 105.0, -2.6, -1.2, -24.0, 15.1, 10.3, -2.1, 5.2, 5.0
(3) Cc1cc(NC(=O)C2CCC2)n(-c2ccccn2)n1
 : 98.0, -1.9, -0.1, -4.5, 2.5, 6.8, 3.9, -6.3, 1.0
(4) O=C(CN(c1ccc2c(c1)OCCO2)S(=O)(=O)c1ccccc1)NCc1ccco1
 : 112.0, -1.1, -1.7, -12.7, 0.4, 13.1, -0.7, -3.4, 6.0
(5) Cc1ccc(-n2cnnn2)c(S(=O)(=O)N2CCOCC2)c1
 : 104.0, -5.1, 0.5, 1.7, -4.8, 13.6, -2.1, 2.3, 3.0
(6) O=C(Nc1nnc(SCC(=O)N2CCOCC2)s1)C1CC(=O)N(c2ccc(F)cc2)C1 (stereo not drawn)
 : 103.0, -3.2, 4.2, -27.5, 23.1, -63.2, -2.1, 19.2, 5.0
(7) COC(=O)CSc1nnc(-c2ccccn2)n1Cc1ccco1
 : ., -2.5, -10.9, -5.6, -11.8, -5.6, -5.7, 1.3, .
(8) COc1ccccc1Nc1nc(N(C)c2ccccc2)nc(N)c1[N+](=O)[O-]
 : 102.0, -2.3, -13.4, 3.0, -1.9, 14.4, -0.2, 7.9, 6.0
(9) Cc1ccc(S(=O)(=O)Nc2cccc3c2CCCC3)cc1
 : 99.0, -2.5, -9.4, -13.7, -3.3, 18.5, -1.0, -15.2, -2.0
(10) OCC1CCCN(c2nc(CN3CCCCC3)nc3scc(-c4ccccc4)c23)C1 (stereo not drawn)
 : 121.0, -4.8, 1.3, 10.7, -20.5, 9.5, -0.6, -5.8, 25.0
(11) O=[N+]([O-])c1ccc(NCc2ccccn2)nc1
 : 102.0, -3.0, 2.7, 0.8, -5.4, 9.8, -2.6, -2.3, -2.0
(12) COc1ccc(NC(=O)NCCc2c[nH]c3ccccc23)c(OC)c1
 : 101.0, -0.9, -0.1, -12.3, 13.8, 16.7, -2.4, -1.5, -2.0
(13) O=C(Cn1cnc2ccccc2c1=O)c1ccc(OC(F)F)cc1
 : 98.0, -4.6, -4.5, -12.5, 3.9, -18.8, 0.8, -3.6, -1.0
(14) CCOC(=O)C(C)c1c(C)[nH]c(=S)[nH]c1=O (stereo not drawn)
 : ., -3.6, 7.4, -1.1, -13.3, 14.7, -4.2, 16.8, .
(15) O=C(O)c1ccccc1-c1ccccc1C(=O)NNc1ccccc1
 : 92.0, 1.9, -5.9, -3.3, -13.1, 35.0, 0.2, -14.2, -5.0
(16) CCOC(=O)/C(=N/Nc1ccccc1)Sc1nnnn1-c1ccc(C)cc1
 : 105.0, -3.4, -6.1, -29.2, 6.0, 31.6, 0.1, 11.2, 4.0
(17) CCOc1ccc(N(C(=O)c2cnsn2)C(C(=O)NC2CCCCC2)c2ccncc2)cc1 (stereo not drawn)
 : 102.0, -1.4, 7.1, -25.3, 11.4, 15.8, -2.4, 8.1, -2.0
(18) O=C(Nc1cccc(-c2cscn2)c1)C1CCN(Cc2ccccn2)CC1
 : 104.0, -2.8, 5.8, 3.0, -5.4, 1.9, -1.4, -11.0, 0.0
(19) COc1cccc(/C=C/C(=O)NCc2cn3cc(Cl)ccc3n2)c1OC
 : 101.0, -2.9, 5.1, -33.8, 6.9, -13.9, -2.3, 13.0, -3.0
(20) Cc1cc(-c2n[nH]c(=S)n2/N=C/c2cc([N+](=O)[O-])ccc2Cl)n[nH]1
 : 98.0, -4.5, 18.3, -3.0, 1.2, 17.0, -2.2, 7.3, -2.0
(21) Cc1ccc(N2CC(C(=O)NCc3cccs3)CC2=O)cc1C (stereo not drawn)
 : 103.0, -3.4, 2.5, -12.1, -6.4, -3.3, -2.1, -6.9, 20.0
(22) Nc1ccccc1-c1nnc(-c2ccc(-c3ccccc3)cc2)o1
 : ., -4.6, -16.6, -2.9, 14.8, 16.5, -3.0, 26.9, .
(23) C=C(Cl)COc1ccc2c(CCC)cc(=O)oc2c1
 : 106.0, -3.2, -8.7, -7.9, -3.4, -13.3, 1.4, -4.3, -2.0
(24) COc1ccc(CC(=O)NCCCc2ccccc2)cc1OC
 : 103.0, -2.5, -11.9, -12.3, -12.7, -0.5, 1.4, 0.4, 0.0
(25) CCC1Sc2ccc(S(=O)(=O)CCC(=O)Nc3ccc(OC(F)(F)F)cc3)cc2NC1=O (stereo not drawn)
 : 98.0, -0.8, -13.0, -25.8, -18.4, 8.2, -1.7, ., -1.0
(26) Cc1ccc(S(=O)(=O)N2CCC(C(N)=O)CC2)c(C)c1C
 : 91.0, -1.0, -10.7, -3.1, -7.2, -12.1, -0.5, -14.0, -1.0
(27) CCC1CCc2c(sc(NC(=O)CSc3nc(-c4ccco4)cc(C(F)(F)F)n3)c2C#N)C1 (stereo not drawn)
 : 95.0, 0.1, -1.6, 1.3, 6.2, -1.6, -1.6, 5.8, -1.0
(28) Cn1cnnc1SCC(=O)NC1CCCN(Cc2ccccc2F)C1 (stereo not drawn)
 : 100.0, -0.7, -6.1, -2.8, 3.5, 3.1, -1.0, 15.6, 3.0
(29) Cc1nc2nc(CCc3ccccc3)nn2c(C)c1Cl
 : 114.0, -1.2, -6.3, -10.7, -4.9, 7.7, -0.8, -13.8, 7.0
(30) CC(C)(C)Nc1nc2nonc2nc1NC(C)(C)C
 : 92.0, 3.5, 0.1, 1.0, 1.8, -4.6, -0.5, 9.5, -9.0
(31) CC(C)[C@H](NC(=O)c1ccccc1F)C(=O)NCc1ccc(S(N)(=O)=O)cc1
 : 99.0, -1.3, -2.2, -5.6, -3.4, 9.3, -2.5, -5.2, -3.0
(32) COc1ccccc1N1C(=O)CC(Sc2ccccc2N)C1=O (stereo not drawn)
 : 104.0, -1.6, -6.8, -16.1, -0.7, -7.0, -0.7, 13.9, 5.0
(33) Cc1ccc(OCC(=O)c2cc(C)n(Cc3ccco3)c2C)c([N+](=O)[O-])n1
 : 103.0, -2.0, 25.9, -11.0, 41.5*, ., -2.0, 18.2, 4.0
(34) CCOc1cc(-c2sc(Nc3ccccc3)n[n+]2-c2ccc(F)cc2)ccc1OC
 : 105.0, -2.7, 4.6, -13.4, 1.0, 15.6, -4.8, 24.0, 2.0
(35) O=C(CCC(F)(F)F)N1CCCC(N2CCN(c3cccc(Cl)c3)CC2)C1 (stereo not drawn)
 : 115.0, -2.5, -5.6, -25.6, 13.8, ., -2.6, ., 8.0
(36) CC1=NNC(=O)/C1=C\c1cn(-c2ccccc2)nc1-c1cccs1
 : 91.0, -1.6, 44.9*, -0.1, -3.6, 65.1*, -5.7, 8.9, -2.0
(37) CCc1cccc(C)c1NC(=O)CO/N=C(\C)c1cc2ccccc2o1
 : 100.0, -3.6, 1.6, -33.6, 4.9, 39.3, -3.1, -7.8, -1.0
(38) O=C(CN1CCN(c2ccccn2)CC1)Nc1ccc(Br)cc1
 : 109.0, -1.0, 0.8, -19.7, -7.7, -5.1, -2.1, 7.3, 9.0
(39) Cc1noc(C)c1S(=O)(=O)N1CCC2(CC1)OCCO2
 : 110.0, -4.0, -13.8, -0.1, 5.8, 0.3, -1.3, -0.8, 0.0
(40) COC(=O)c1ccc(N2CCN(S(=O)(=O)c3c(C)cc(C)cc3C)CC2)c([N+](=O)[O-])c1
 : ., 0.4, -13.6, 0.6, 4.3, 41.3, 0.9, 9.5, .

Some values from above:
cpd 37 in IMP-1 inh reads -3.6
cpd 34 in IMP-1 inh reads -2.7

(listing goes on)
Below each SMILES: MEKK2wt PB1 HTS, IMP-1 inh, PfM18AAP inh, FID counter, HCV NS3 hel inh, NALP1 inh, VIM-2 inhibitor, SUMO HTRF inh, MEKK2 mut-MEK5
(41) CN1CCN(NC(=O)CN2C(=O)/C(=C/c3ccccc3F)SC2=S)CC1
 : 108.0, -4.7, 12.6, 1.2, -14.1, 18.8, -0.9, -8.5, 1.0
(42) Cc1cc(-c2csc(NC(=O)c3ccc(S(=O)(=O)N(C)C)cc3)n2)c(C)n1-c1ccccc1
 : 99.0, -4.6, 2.0, -17.1, 65.9*, 25.3, 0.4, 23.3, 2.0
(43) Brc1ccc(CSc2ccc3nnc(-c4ccccn4)n3n2)cc1
 : 108.0, -2.8, -11.3, -12.9, -4.6, -7.5, 25.0*, 19.8, 7.0
(44) Cc1ccc(NC(=O)CN(C)CC(=O)Nc2ccc(N3CCOCC3)cc2)c([N+](=O)[O-])c1
 : 99.0, -1.8, -3.6, -14.5, -3.5, ., -3.2, 12.6, -2.0
(45) Cc1ccc(CON=C2CCN(c3ncc(C(F)(F)F)cc3Cl)CC2)cc1
 : 102.0, -1.4, -0.5, 3.3, -4.4, -7.8, -2.5, -12.9, -1.0
(46) C/C(=C\c1ccccc1)CN1CCN(c2ccccc2F)CC1
 : 109.0, -3.4, 8.6, 1.5, -1.6, -2.5, -1.4, 14.4, 4.0
(47) CN1CCN(C(=O)c2ccc3c(=O)n(Cc4ccco4)c(=S)[nH]c3c2)CC1
 : 99.0, -0.7, 6.8, 9.8, -5.4, -7.7, 8.3*, 14.0, 0.0

Part of the list above in order of molar mass, smallest number first:
Below each SMILES: MEKK2wt PB1 HTS, IMP-1 inh, PfM18AAP inh, FID counter, HCV NS3 hel inh, NALP1 inh, VIM-2 inhibitor, SUMO HTRF inh, MEKK2 mut-MEK5
(23) C=C(Cl)COc1ccc2c(CCC)cc(=O)oc2c1
 : 106.0, -3.2, -8.7, -7.9, -3.4, -13.3, 1.4, -4.3, -2.0
(22) Nc1ccccc1-c1nnc(-c2ccc(-c3ccccc3)cc2)o1
 : ., -4.6, -16.6, -2.9, 14.8, 16.5, -3.0, 26.9, .
(32) COc1ccccc1N1C(=O)CC(Sc2ccccc2N)C1=O (stereo not drawn)
 : 104.0, -1.6, -6.8, -16.1, -0.7, -7.0, -0.7, 13.9, 5.0
(15) O=C(O)c1ccccc1-c1ccccc1C(=O)NNc1ccccc1
 : 92.0, 1.9, -5.9, -3.3, -13.1, 35.0, 0.2, -14.2, -5.0

Among those listed so far, these have bromine.
Below each SMILES: MEKK2wt PB1 HTS, IMP-1 inh, PfM18AAP inh, FID counter, HCV NS3 hel inh, NALP1 inh, VIM-2 inhibitor, SUMO HTRF inh, MEKK2 mut-MEK5
(38) O=C(CN1CCN(c2ccccn2)CC1)Nc1ccc(Br)cc1
 : 109.0, -1.0, 0.8, -19.7, -7.7, -5.1, -2.1, 7.3, 9.0
(43) Brc1ccc(CSc2ccc3nnc(-c4ccccn4)n3n2)cc1
 : 108.0, -2.8, -11.3, -12.9, -4.6, -7.5, 25.0*, 19.8, 7.0

From PubChem BioAssay
